Bioassay records: PubChem BioAssay, National Center for Advancing Translational Sciences (NCATS)
BLM helicase inh: inhibitors of human Bloom syndrome helicase BLM; P54132; recombinant BLM DNA unwinding, fluorescence dequenching; Potency, µM (doses to about 56.1 µM), inactives show at the highest dose activity change, negative = inhibition, actives largely listed as inhibitors; hit rate 0.2% among 350,000;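 further: potency means the concentration at half of the fitted maximal effect; plate controls were vehicle for no effect and no enzyme for full effect; nearly all actives have a fitted effect of over 35% in size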
Pol beta inh: DNA polymerase beta (human) inhibition; hit rate 1.3% among 340,000; Potency, µM (titrated, usually from 114 µM), for inactives: top-dose activity change, negative = inhibition, usual class: inhibitors; P06746; AID 485314; Pol beta primer extension/strand displacement, fluorescence kinetic; further: potency means the concentration at half of the fitted maximal effect; on the % scale 0 is the no-effect control and ±100 the full control effect
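Kinetic readout of DNA synthesis with strand displacement by Pol beta. Compound and 10 nM enzyme sit 15 min at room temperature; 50 nM substrate starts the reaction, read immediately and at 10 min.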
RXFP1 antag: RXFP1 (human) relaxin receptor antagonism. hit rate 0.59% among 350,000. activity change, negative = inhibition, % at 57.5 µM. AID 1259400. HEK293-RXFP1, relaxin-stimulated cAMP HTRF, 30 min; hits give low values;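 active means activity change of -60% or lower, but not beyond a set lower limit; inconclusive means change between -60% and -40%, or beyond the set limit; inactive means change above -40%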; further: on the % scale 0 is the no-effect control and ±100 the full control effect
Pol iota inh: blocks human DNA polymerase iota activity; Q9UNA4; Pol iota fluorescent replication assay, 10 min; Potency, µM (doses to about 115 µM), for the others: top-dose activity, negative = inhibition, most hits filed as inhibitors; hit rate 1% among 390,000; AID 588590; further: potency means the concentration at half of the fitted maximal effect
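Pol iota at 10 nM preincubated 15 min with compounds at room temperature; reaction started with fluorescent substrate, 50 nM final. Fluorescence read kinetically at 0 and 10 min; buffer-only wells as negative control.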
APEX1 inh: APE1 (human) endonuclease inhibition | recombinant APE1, TAMRA/BHQ-2 abasic DNA cleavage fluorescence | hit rate 0.35% among 350,000 | Potency, µM (titrated, usually from 65.8 µM), for inactives: at the top dose activity change, negative = inhibition, hits mostly inhibitors | P27695;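 further: potency means the concentration at half of the fitted maximal effect; plate controls were vehicle for no effect and reference inhibitor for full effect; nearly all actives have a fitted effect of over 55% in size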
Target sequence (P27695 whole entry, looked up): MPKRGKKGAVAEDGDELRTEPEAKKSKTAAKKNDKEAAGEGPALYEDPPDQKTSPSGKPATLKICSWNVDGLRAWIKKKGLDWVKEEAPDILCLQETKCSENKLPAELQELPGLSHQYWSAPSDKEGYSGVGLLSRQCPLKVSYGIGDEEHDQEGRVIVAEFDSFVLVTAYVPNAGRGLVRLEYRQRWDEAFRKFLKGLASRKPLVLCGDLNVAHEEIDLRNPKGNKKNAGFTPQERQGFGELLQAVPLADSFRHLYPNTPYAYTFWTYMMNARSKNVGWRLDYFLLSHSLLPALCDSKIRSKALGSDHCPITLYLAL
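APE1 at 0.75 nM preincubated 15 min at room temperature with compound. Reaction then started with 50 nM double-stranded THF-abasic substrate labelled with TAMRA/BHQ-2, and 525/598 nm fluorescence read kinetically. Activity taken as third-minus-first read difference, normalized to DMSO and NSC13755 controls.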
Pol kappa inh: blocks human DNA polymerase kappa activity | hit rate 0.53% among 400,000 | Potency, µM (series often up to 107 µM), for the others: at the top dose activity, negative = inhibition, actives largely listed as inhibitors | AID 588579 | purified Pol kappa, fluorescent DNA synthesis assay, 10 min | Q9UBT6; further: potency means the concentration at half of the fitted maximal effect; on the % scale 0 is the no-effect control and ±100 the full control effect
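Readout: fluorescence, taken kinetically at 0 and 10 min. Conditions: 10 nM Pol kappa, 15 min RT compound preincubation, 50 nM substrate final. Controls: enzyme-free buffer wells.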
POLH inh: inhibitors of human DNA polymerase eta; recombinant Pol eta, fluorescent DNA replication assay; Potency, µM (titrated, usually from 114 µM), without a hit: at the top dose activity change, negative = inhibition, most hits filed as inhibitors; hit rate 1.2% among 390,000; further: potency means the concentration at half of the fitted maximal effect; on the % scale 0 is the no-effect control and ±100 the full control effect
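Pol eta at 10 nM preincubated with compounds 15 min at room temperature; reaction started with fluorescent substrate (50 nM final) and read kinetically at 0 and 10 min.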
Anesthetic bind: binds horse apoferritin like a general anesthetic | hit rate 0.074% among 350,000 | apoferritin/1-aminoanthracene competitive binding, fluorescence | P02791 | Potency, µM (top dose mostly 77.5 µM), for the others: at the highest dose activity change, negative = displacement, hits mostly inhibitors; further: potency means the concentration at half of the fitted maximal effect; on the % scale 0 is the no-effect control and ±100 the full control effect; nearly all actives have a fitted effect of over 20% in size
Target sequence (P02791 2-175 limits assumed): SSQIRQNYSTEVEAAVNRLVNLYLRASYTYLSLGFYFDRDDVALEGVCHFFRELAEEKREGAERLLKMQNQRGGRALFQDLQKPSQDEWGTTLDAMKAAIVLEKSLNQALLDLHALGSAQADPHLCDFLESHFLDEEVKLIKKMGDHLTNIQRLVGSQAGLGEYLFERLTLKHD
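Probe: 1-aminoanthracene (50% saturated, PBS). Protein: horse-spleen apoferritin, 10 uM. Incubation: 10 min, room temperature. Detection: 380 nm excitation, 535 nm emission. Analysis: normalized response, four-parameter Hill.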
Tb PGK inh: blocks T. brucei phosphoglycerate kinase; P07378; PGK/GAPDH coupled, Kinase-Glo luminescence, 60 min; Potency, µM (series often up to 57.5 µM), for inactives: at the top dose activity change, negative = inhibition, hits mostly inhibitors; hit rate 0.043% among 380,000; further: potency means the concentration at half of the fitted maximal effect; on the % scale 0 is the no-effect control and ±100 the full control effect; nearly all actives have a fitted effect of over 60% in size
Target sequence (P07378 whole entry, looked up): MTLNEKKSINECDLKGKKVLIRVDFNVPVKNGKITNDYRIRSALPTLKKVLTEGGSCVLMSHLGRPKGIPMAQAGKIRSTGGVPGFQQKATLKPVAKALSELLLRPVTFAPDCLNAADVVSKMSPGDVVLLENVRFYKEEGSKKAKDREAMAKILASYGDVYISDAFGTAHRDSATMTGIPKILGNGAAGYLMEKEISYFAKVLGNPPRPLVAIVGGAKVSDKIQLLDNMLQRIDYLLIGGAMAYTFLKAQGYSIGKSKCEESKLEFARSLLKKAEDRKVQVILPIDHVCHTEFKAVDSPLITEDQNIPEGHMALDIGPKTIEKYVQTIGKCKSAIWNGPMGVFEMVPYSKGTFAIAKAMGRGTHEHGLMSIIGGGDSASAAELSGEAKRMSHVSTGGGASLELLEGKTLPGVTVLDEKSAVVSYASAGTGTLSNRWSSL
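Recombinant glycosomal PGK reaction used 1,3-bisphosphoglycerate generated in-well by GAPDH (100nM final) in 100mM TEA pH 7.6, 5mM MgCl2, 0.01% Tween-20. After 60 minutes at room temperature, ATP was read by Kinase-Glo Plus luminescence end-point.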
Active calls of the source: *; i = inactive; ? = inconclusive; . = not tested or not shown; [ ] = another dose, or the depositor's remark. Unless noted, the call rests on the fitted dose curve; in most records, active means well fitted curve in the direction sought with a large enough effect; inconclusive means small, poorly fitted or top-dose-only effect, or another doubt; inactive means no such curve, though single readings can be large; an effect the other way counts as inactive or inconclusive. A portion of the library. The share of hits here may be higher or lower than overall.

1	Cc1ccc(C)c(-c2csc(Nc3ncccn3)n2)c1
2	COc1cccc(N2CC(NC(=O)c3cccc(OC)c3OC)CC2=O)c1 (stereo not drawn)
3	CSCCC(NC(=O)c1ccco1)C(=O)NCc1ccc2c(c1)OCO2 (stereo not drawn)
4	COc1ccc(C2C(C(=O)Nc3cccc(C)n3)CCC(=O)N2c2ccc(OC)cc2)cc1 (stereo not drawn)
5	COc1ccc(-c2nn(-c3ccccc3)cc2C2NC(=O)NC(C)=C2C(=O)OC(C)C)cc1Cl (stereo not drawn)
6	Cc1onc(-c2ccccc2)c1C(=O)OCC(=O)Nc1ccccc1
7	CN1CCN(Cc2ccc(Sc3ccc(Cl)cc3)c([N+](=O)[O-])c2)CC1
8	CCc1c(O)nc(SCC(=O)Nc2ccccc2)n(-c2ccccc2)c1=O
assay / entry	1	2	3	4	5	6	7	8
POLH inh	-10%	-4%	-11%	-10%	-16%	-14%	8%	-1%
BLM helicase inh	2%	2%	.	-3%	-17%	.	-1%	-3%
APEX1 inh	2%	.	16%	-3%	.	38%	-8%	0%
Pol iota inh	-8%	6%	33%[activator]	10%	?	17%	87%[activator]	15%
Pol beta inh	-9%	1%	.	30%	-7%	.	-4%	7%
Tb PGK inh	.	10%	-1%	0%	6%	-3%	-6%	.
Pol kappa inh	-4%	-8%[60.1 µM]	2%	-20%	-17%	-5%	-5%	-1%
RXFP1 antag	11	0	-10	-8	.	-14	3	-11
Anesthetic bind	31%[activator]	4%	.	-16%	34%[activator]	.	-13%	-18%

9	COc1cccc(CN2CCNC(=O)C2CC(=O)O)c1OC (stereo not drawn)
10	CC(C)N(C(=O)CN1CCN(C(=O)C2COc3ccccc3O2)CC1)C(C)C (stereo not drawn)
11	CCOc1ccc(OCCC(=O)OCC(=O)Nc2cc(C)nn2-c2ccccc2)cc1
12	CCOc1[nH]n(-c2ccc(Cl)cc2)c(=O)c1C=Nc1ccc(Cl)cc1
13	COCCN(C(=O)Cc1ccc(OC)c(OC)c1)c1nc(-c2cc(OC)ccc2OC)cs1
14	CC(C)(CNC(=O)c1ccc(Cl)c(S(=O)(=O)N2CCc3ccccc3C2)c1)N1CCOCC1
15	COc1ccc(-n2cc(CNCCN3CCOC3=O)c(-c3ccccc3Cl)n2)cc1
16	C/C(CC(=O)Nc1ccc(F)cc1)=N\NC(=O)COc1ccccc1
assay / entry	9	10	11	12	13	14	15	16
POLH inh	-7%	-2%	2%	-1%	-12%	-5%	-20%	-3%
BLM helicase inh	3%	.	.	-3%	-16%	1%	1%	4%
APEX1 inh	-2%	-9%	2%	-4%	4%	-8%	1%	-2%
Pol iota inh	-11%	20%	20%	5%	-19%	51%[activator]	42%	10%
Pol beta inh	-9%	.	.	3%	11%	0%	?	-6%
Tb PGK inh	2%	-8%	-3%	-4%	-6%	0%	i	-6%
Pol kappa inh	-11%	-11%	-4%	-11%	17%	-1%	1%	-2%
RXFP1 antag	.	10	-8	-5	-8	1	-1	1
Anesthetic bind	-4%	.	.	-10%	-8%	-13%	-15%	-2%

17	Nc1cccnc1S(=O)(=O)c1ccccc1
18	CCOc1ncccc1C(=O)OCC(=O)N1CCc2ccccc21
19	COc1ccc(Br)cc1C(=O)Nc1ccc(C(=O)O)cc1
20	O=C(CSc1nnc(SCc2cccc3ccccc23)s1)Nc1ccc(C(=O)O)cc1
21	CN(C)CCOC1c2ccccc2CCc2ccc3ccccc3c21 (stereo not drawn)
22	O=C(O)c1ccc(S(=O)(=O)N2CCC(Cc3ccccc3)CC2)cc1
23	CCn1cc(S(=O)(=O)NC(C)c2cc(OC)ccc2OC)cn1 (stereo not drawn)
24	Cc1c(C(=N)C(C#N)C#N)c(=N)oc2c1ccc1ccccc12
assay / entry	17	18	19	20	21	22	23	24
POLH inh	-7%	4%	1%	7%	-6%	-11%	-11%	-2%
BLM helicase inh	-1%	0%	-4%	0%	.	-4%	-3%	-6%
APEX1 inh	16%	-1%	-6%	1%	.	63%[activator]	27%	-2%
Pol iota inh	19%	37%[activator]	15%	-2%	147%[activator]	2%	-6%	-12%
Pol beta inh	0%	5%	?	-6%	.	16%	7%	?
Tb PGK inh	3%	-8%	7%	-7%	6%	-10%	-13%	i
Pol kappa inh	6%	-4%	2%	-7%	-1%	2%	6%	2%
RXFP1 antag	-1	4	12	-7	-24	-12	-4	10
Anesthetic bind	-9%	-21%	0%	-11%	.	3%	-2%	-7%

25	CCC1(c2ccccc2)NC(=O)N(CC(=O)Nc2ccccc2N2CCCCC2)C1=O (stereo not drawn)
26	CCNC1CCS(=O)(=O)C1 (stereo not drawn)
27	CCN(CCn1cccn1)Cc1c(C(=O)N2CCCCCCC2)nc2ccc(Cl)cn12
28	COCCNC(=O)c1c[nH]n2c(=O)cc(C3CCN(C(=O)OC(C)(C)C)CC3)nc12
29	Cc1ccc(-c2nn(C)c(=O)c3ccccc23)cc1S(=O)(=O)N1CCOCC1
30	NNc1cc(C(=O)O)ccc1Cl
31	O=C(Nc1ccc(Br)cc1)N1CCCCCCC1
32	O=C1/C(=C/c2cccc(O)c2)SC(=S)N1CC1CCCO1 (stereo not drawn)
assay / entry	25	26	27	28	29	30	31	32
POLH inh	-29%	9%	7%	-5%	-18%	-1%	-2%	-18%
BLM helicase inh	-13%	0%	-3%	-3%	4%	-7%	-2%	-3%
APEX1 inh	6%	2%	-2%	-2%	-3%	5%	-11%	-1%
Pol iota inh	8%	29%	18%	29%	13%	-17%	4%	28%
Pol beta inh	-1%	19%	6%	-2%	-5%	-22%	-5%	6%
Tb PGK inh	3%	-9%	-3%	2%	3%	-3%	3%	-6%
Pol kappa inh	-18%	-9%	-4%[60.1 µM]	-5%	-9%	-17%	-6%	5%
RXFP1 antag	-17	17	-6	.	2	4	-14	-5
Anesthetic bind	-5%	-13%	-17%	-1%	2%	-5%	?	-19%

Values in list order from the list.
Pol kappa inh, entries 25–32: -18%, -9%, -4%[60.1 µM], -5%, -9%, -17%, -6%, 5%
POLH inh, entries 25–32: -29%, 9%, 7%, -5%, -18%, -1%, -2%, -18%

(next part)
33	CC(Oc1ccccc1)C(=O)N1CCN(c2ccc(N3CCCCCC3)nn2)CC1 (stereo not drawn)
34	c1csc(CSc2nc3ccccc3s2)c1
35	COCCNC(=O)c1ccc2c(c1)ncn2-c1cc(C)ccc1OC
36	O=C(NCC1CCCO1)c1cccc(Oc2ccc([N+](=O)[O-])cc2Cl)c1 (stereo not drawn)
37	Cc1ccc(S(=O)(=O)N2CCN(Cc3ccco3)CC2)cc1C
38	CC(Nc1nc(N2CCOCC2)nc2ccccc12)c1ccccc1 (stereo not drawn)
39	O=C(CN(Cc1ccco1)C(=O)CCC(=O)Nc1ccccn1)NCCc1ccccc1
40	COc1cccc(C=O)c1OCCN1C(=O)c2ccccc2C1=O
assay / entry	33	34	35	36	37	38	39	40
POLH inh	-18%	-2%	-12%	-21%	-8%	-13%	-2%	-15%
BLM helicase inh	.	2%	-1%	2%	-7%	-14%	0%	-4%
APEX1 inh	0%	-4%	.	-9%	9%	-1%	3%	28%
Pol iota inh	52%[activator]	-2%	2%	31%	28%	94%[activator]	11%	-12%
Pol beta inh	.	1%	-21%	2%	48%	-13%	2%	-11%
Tb PGK inh	-8%	-10%	i	-6%	-16%	i	-6%	-8%
Pol kappa inh	-2%	-7%[60.1 µM]	-11%[60.1 µM]	3%	-3%	-2%	1%	3%
RXFP1 antag	-8	-20	-24	-7	0	-18	-4	-1
Anesthetic bind	.	?	-8%	-20%	-5%	-4%	-8%	?

41	COc1cc(Cl)ccc1OCc1cc(C(=O)N2C[C@@H]3CCC[C@H]2C3)no1
42	Clc1ccc(SCCCN2CCCCC2)cc1
43	Cc1ccc(-n2cccn2)c(CN2CCCC(CNC(=O)c3ccc(F)cc3)C2)c1 (stereo not drawn)
44	CN(c1ccccc1)S(=O)(=O)c1cccc(NC(=O)CSc2n[nH]c(N)n2)c1
45	CN(CC(=O)Nc1cccc(F)c1)C(=O)CCCc1nc2ccccc2c(=O)[nH]1
assay / entry	41	42	43	44	45
POLH inh	-8%	-2%	-14%	-15%	-19%
BLM helicase inh	-4%	0%	-4%	-5%	.
APEX1 inh	21%	-6%	0%	-1%	39%
Pol iota inh	13%	11%	27%	4%	5%
Pol beta inh	21%	-5%	2%	2%	.
Tb PGK inh	-7%	-10%	i	6%	i
Pol kappa inh	-1%	0%	3%	-15%	-4%
RXFP1 antag	1	2	8	3	-14
Anesthetic bind	?	5%	-13%	-3%	.

Filtered by structure, those above with an aryl thioether with sulfur outside any ring
7	CN1CCN(Cc2ccc(Sc3ccc(Cl)cc3)c([N+](=O)[O-])c2)CC1
8	CCc1c(O)nc(SCC(=O)Nc2ccccc2)n(-c2ccccc2)c1=O
20	O=C(CSc1nnc(SCc2cccc3ccccc23)s1)Nc1ccc(C(=O)O)cc1
34	c1csc(CSc2nc3ccccc3s2)c1
42	Clc1ccc(SCCCN2CCCCC2)cc1
44	CN(c1ccccc1)S(=O)(=O)c1cccc(NC(=O)CSc2n[nH]c(N)n2)c1
assay / entry	7	8	20	34	42	44
POLH inh	8%	-1%	7%	-2%	-2%	-15%
BLM helicase inh	-1%	-3%	0%	2%	0%	-5%
APEX1 inh	-8%	0%	1%	-4%	-6%	-1%
Pol iota inh	87%[activator]	15%	-2%	-2%	11%	4%
Pol beta inh	-4%	7%	-6%	1%	-5%	2%
Tb PGK inh	-6%	.	-7%	-10%	-10%	6%
Pol kappa inh	-5%	-1%	-7%	-7%[60.1 µM]	0%	-15%
RXFP1 antag	3	-11	-7	-20	2	3
Anesthetic bind	-13%	-18%	-11%	?	5%	-3%
